Screens as filed in PubChem.
Ins promoter up = MIN6 insulin promoter up-regulation; MIN6 insulin promoter-GFP reporter, high-content imaging; hits give high values; hit rate 0.3% among 190,000; z-score at 5 µM;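 active = z-score above 3 at 5 µM with at least 500 cells counted in the well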
human PMI inhibition = inhibitors of human PMI, primary screen, biochemical, fluorescence intensity, coupled assay (AID 1209); purified PMI enzyme, coupled fluorescence intensity; higher % means a stronger effect; one-dose inhibition, % at 20 µM; IC50 in µM for titrated hits; hit rate 0.42% among 190,000;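 note: plate controls were DMSO vehicle for no effect and wells lacking substrate for full effect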
Hep lipid drop = modulators of hepatic lipid droplet formation; AML12 mouse hepatocytes, oleate lipid droplets, BODIPY imaging; inhibition, % at 6.5 µM; hit rate 0.4% among 240,000;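 active = lipid droplet intensity inhibited by at least 50%, with more than 500 cells counted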
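Assay system: AML12 hepatocytes (mouse) / Also added: 100 µM oleic acid challenge / Times: overnight treatment with compound plus oleate / Detection: high-content imaging of BODIPY-stained droplets and DAPI nuclei / Evaluation: % inhibition of lipid droplet signal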
Autophagy HCS = autophagy modulation, high-content screen; AID 463193; calls only at 10 µM (by protocol); hit rate 0.98% among 190,000; MEF GFP-LC3 puncta imaging; test concentration mostly 10 µM;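 active = percentage of spot-positive cells more than 3 SD above its plate mean, without a fluorescence outlier flag or 80% toxicity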;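 note: spot-positive cell cutoff set from DMSO-treated cells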
MT stabilizer = microtubule stabilization, imaging screen; AID 2205; % tubulin-high responders, % at 10 µM; HeLa tubulin immunostaining HCS, 24 h; share of cells brighter than vehicle mean+2SD; hit rate 0.83% among 200,000;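 active = plate Z-score above 3 for both tubulin-high and condensed-nucleus cell shares, with cell loss under 80%, at 10 µM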;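 note: anti alpha tubulin signal scored within the nucleus-defined area of each cell; some results filed as inactive read as strong as hits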
bCat nuc transl = beta-catenin nuclear translocation modulation. nuclear translocation activity, % at 5 µM. HeLa beta-catenin nuclear translocation, immunofluorescence imaging. hit rate 0.3% among 190,000;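 active = nuclear translocation activity above 50% at 5 µM, with a well cell count of 50 or more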;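 note: per-cell ratio of nuclear to cytoplasmic median beta-catenin stain intensity; plate controls were DMSO negative control for no effect and GSK-3 inhibitor IX positive control for full effect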
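Read-out: Nuclear/cytoplasmic beta-catenin signal ratio, % activation | Assay system: Human HeLa cell line | Times: 24 h compound exposure at 37°C, 5% CO2 | Signal: Fluorescence imaging of beta-catenin antibody stain plus DAPI | Dosing: 5 µM primary, 0.02–20 µM confirmation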
TNAP activators = human TNAP enzyme activators, primary screen, biochemical, luminescent, no phosphate acceptor, uHTS (AID 1001) | purified TNAP, luminescent activation assay, no phosphate acceptor; higher activation fold means a stronger effect | activation fold at 20 µM, or EC50 in µM where a hit was titrated | hit rate 0.03% among 200,000; in the data active = activation fold from about 3, or a potency from the dose series; inactive = the rest, 99 in 100 with activation fold below about 1.6; note: many of its hits are not listed in these tables
PMI inhibition = human PMI inhibitors, high substrate, primary screen, biochemical, fluorescence intensity, high mannose 6-phosphate (AID 1220) | recombinant PMI enzyme, coupled fluorescence intensity; higher % means a stronger effect | one-dose inhibition, % at 20 µM; IC50 in µM for titrated hits | hit rate 0.66% among 190,000
T cell HTS = modulates CD8 T cell binding to vesicles. 2C CD8+ T cell-vesicle binding, flow cytometry; hits give low values. calls only at 7 µM. hit rate 0.068% among 330,000;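 active = response, share of CD8 T cells binding vesicles, and their 90th percentile fluorescence all below set limits, cut at about 80% in these data, passing the limit was not always enough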
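Benchmarks: naked versus QL9-loaded vesicles / Assay system: purified 2C TCR transgenic mouse naive CD8+ T cells / Technique: high-throughput flow cytometry with anti-B7-1 and anti-CD8 staining / Timing: Cell–vesicle co-incubation 1.5 h at 37 °C, staining 20 min on ice / Read-out: percent CD8+ FL2 mean versus row control / Probe or stimulus: QL9-loaded Drosophila micro-vesicles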
Ins promoter up cell count = recorded beside Ins promoter up, whose call it bears; cell count; measured here: cytotoxicity, nuclei count;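 total cells summed across four imaged fields per well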
Hep lipid drop cells 6.5 µM = recorded beside Hep lipid drop, whose call it bears; cell count; measured here: cell count, cytotoxicity flag;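 cells counted across two imaged fields per well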
bCat nuc transl cell count 5 µM = second read-out of bCat nuc transl, no call of its own (marks repeat the call); cell count; measured here: cell count, cytotoxicity flag
T cell HTS vesicle-bound % = also measured in T cell HTS; calls as there; double positive events, %; measured here: CD8+ vesicle-bound cell fraction;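 binding gate set so that unloaded-vesicle control wells show 10% double positive cells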
MT stabilizer Hoechst-high % = also measured in MT stabilizer; calls as there; % Hoechst-high responders; measured here: nuclear condensation Hoechst responders;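 share of cells brighter than vehicle mean plus two SD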
MT stabilizer cytotoxicity % = further read-out of MT stabilizer, marked with its call; toxicity, %; measured here: cytotoxicity by cell density;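 0% = mean cell density of plate MIN control wells and 100% = no cells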
Autophagy HCS cell loss 18 h = second read-out of Autophagy HCS, no call of its own (marks repeat the call); toxicity, %; measured here: cell loss, nuclei count;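 cell loss after 18 h compound exposure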
* hit, by the source's call; i = inactive; . = not tested or not shown. Cut-off read from the data, not from the text of the source, unless noted: active = inhibition above about 50%; inactive = the rest.

smiles	Ins promoter up	Ins promoter up cell count	human PMI inhibition	Hep lipid drop	Hep lipid drop cells 6.5 µM	Autophagy HCS	Autophagy HCS cell loss 18 h	MT stabilizer	MT stabilizer Hoechst-high %	MT stabilizer cytotoxicity %	bCat nuc transl	bCat nuc transl cell count 5 µM	TNAP activators	PMI inhibition	T cell HTS	T cell HTS vesicle-bound %
O=C(COC(=O)CCC(=O)c1ccc(Cl)cc1)NCc1ccco1	0.16	1221	-24.1%	8.7	671	i	5.4	2.4	2.5	3.0	2.1	968	1	-5.7%	i	28.0
CC(C)OC(=O)c1cc2c(=O)[nH]c(C(Cl)(Cl)Cl)nc2o1	0.44	1277	-6.8%	22.9	700	i	7.3	1.8	1.4	2.6	-0.9	1139	0.9	-5.0%	i	21.7
CCOC(=O)c1ccc(NC(=O)c2cc(F)c(F)cc2Cl)cc1	-1.34	1164	-5.5%	6.2	683	i	-2.5	2.7	3.1	6.0	-5.7	1132	1.1	-8.6%	i	23.6
CC(OC(=O)c1ccccc1NS(=O)(=O)c1cccc(C(F)(F)F)c1)C(=O)N(C)Cc1ccccc1 (stereo not given)	-0.16	1489	17.4%	-40.4	654	i	16.9	6.5	1.4	1.6	-1.7	1102	1.1	18.1%	i	52.0
COC(=O)C1=C(N)OC2=C(C(=O)CC(C)(C)C2)C1c1ccccc1OCC#N (stereo not given)	0.3	1425	1.3%	-12.5	687	i	-32.8	3.6	1.3	7.1	-1.0	1523	1	-2.0%	i	53.5
CN(C)CC(=O)N1CCc2ccccc2C1	.	.	-14.7%	7.4	678	i	21.1	2.9	0.6	1.9	-2.7	520	1.1	-16.8%	i	39.8
CCN1CCN(C(c2ccccc2)c2sc3nc(C)nn3c2O)CC1 (stereo not given)	-1.05	881	.	0.5	639	.	.	.	.	.	4.5	1163	.	.	i	31.6
O=C1C2CCCN2C(=O)N1CCCCN1CCN(c2ccc(F)cc2)CC1 (stereo not given)	-0.16	1257	-24.1%	2.4	677	i	-16.6	2.3	1.9	3.9	2.3	483	1	-22.3%	i	4.0
CCOC(=O)c1c(NC(=O)C(=O)N/N=C/c2ccc(O)c(OC)c2)sc2c1CCCCC2	-0.27	1605	11.7%	3.5	560	i	-18.3	4.4	3.4	7.3	-5.4	422	1.8	14.9%	i	5.2
COc1cccc(C(=O)/C(C#N)=N/Nc2cccc(-c3ccnc(C)n3)c2)c1	-0.94	1450	.	13.7	696	.	.	.	.	.	1.2	1349	.	.	i	53.9
COC(=O)Nc1ccc2c(c1)N(C(=O)CCN1CCOCC1)c1ccccc1S2	1.11	1138	-12.9%	-8.2	743	i	21.5	2.2	2.3	12.7	-4.5	1066	1.1	-31.3%	i	14.6
CCN(CC)C(=O)CN(c1cc2c(cc1OC)oc1ccccc12)S(=O)(=O)c1ccc(C)cc1	0.02	1118	21.8%	-1.7	803	i	-1.9	2.4	1.2	10.9	2.8	1153	1.1	16.2%	i	12.6
COC(=O)CSc1nsc(SCC(=O)OC)n1	-0.1	1310	4.9%	.	.	i	2.5	9.2	2.4	8.3	3.4	1478	1.1	1.4%	i	11.4
CCOc1ccc(C=NC23CN4CN(CN(C4)C2)C3)cc1	-0.34	1407	-6.6%	.	.	i	12.6	4.9	3.8	8.4	-1.3	1368	1	0.4%	i	23.4
Cc1ccc(Cl)cc1NC(=S)N(CCCN1CCOCC1)Cc1ccco1	-0.36	1256	-1.1%	-12.8	653	i	3.0	6.1	3.4	9.5	-0.3	1069	1.1	-6.2%	i	48.9
CCCc1cc(=O)c2c(O)cccc2o1	0.14	1442	.	16.7	726	.	.	.	.	.	-0.3	1052	.	.	i	26.5
COc1cc(Cl)cc(C2NC(=O)NC(C)=C2C(C)=O)c1OCC(=O)O (stereo not given)	0.11	762	-1.7%	3.3	780	i	23.8	1.5	0.9	6.1	.	.	1.1	-3.3%	i	52.2
Cc1cccc(OCC(=O)Nc2cc(C)ccc2O)c1	1.17	1116	14.6%	18.2	735	i	5.8	3.1	0.6	4.1	-0.5	1065	1.1	10.2%	i	29.5
Cn1c(C(=O)Nc2ccccc2)cc2sccc21	-0.16	1519	-2.3%	.	.	i	-9.8	3.1	2.3	8.4	-1.0	1397	1.2	-2.0%	i	17.2
CCOC(=O)N1CCC(N2C(=O)c3ccccc3C2Nc2ccc(C)cc2)CC1 (stereo not given)	-0.4	957	12.3%	.	.	i	-7.9	4.2	2.1	5.3	-1.0	1143	1	12.9%	i	28.6
O=C(Cc1ccc(S(=O)(=O)N2CCCC2)s1)N1CCOCC1	-1.41	1410	-1.9%	.	.	i	17.6	5.8	2.9	4.6	-0.2	999	1.2	-6.5%	i	48.2
COC(=O)c1ccc(NC(=O)CSc2nccn2CCc2ccccc2)cc1	0.46	818	3.5%	-8.5	737	i	-4.1	1.3	1.5	1.9	5.9	890	1	-6.3%	i	29.2
COc1cccc(Nc2nnc(SCn3nnc4ccccc4c3=O)s2)c1	.	.	5.7%	.	.	i	7.0	2.0	1.6	9.8	-1.3	977	1.1	8.6%	i	49.4
Cc1[nH]n(-c2ccc(Cl)cc2)c(=O)c1/C=N/c1nnc(-c2ccccc2)s1	-0.22	1334	-23.3%	-17.0	508	i	-11.6	6.4	2.0	6.3	0.2	945	1.5	-47.8%	i	33.9
CC(C)N(CC(N)=O)C(=O)c1sc2cc(F)ccc2c1Cl	-0.39	1189	-4.4%	-7.8	656	i	-8.6	3.0	2.9	9.4	1.8	884	1	-0.2%	i	43.2
COC(=O)NC(=S)N1CCOCC1	-0.41	1303	1.8%	0.0	695	i	1.6	4.7	2.9	3.0	0.8	999	1	3.2%	i	20.3
Cn1c(=O)c2c(nc3sccn32)n(C)c1=O	.	.	1.2%	-3.7	738	i	3.9	2.2	0.3	37.2	-2.2	1046	1	-3.0%	i	12.1
O=C(O)c1ccc(NC(=S)NC(=O)c2cccc(COc3ccccc3)c2)cc1	0.31	1414	17.4%	-3.6	706	i	-1.9	1.1	1.5	3.5	0.0	971	0.9	10.5%	i	30.9
Cc1cc(C)nc(NC2=NCCN2C(=S)Nc2ccc(C)c(C)c2)n1	0.19	1482	.	-3.0	724	.	.	.	.	.	-1.8	1155	.	.	i	55.2
Cc1cccc(Oc2ncc(-c3ccc(Cl)cc3)cn2)c1C	.	.	-4.8%	.	.	i	20.6	4.0	1.8	8.3	.	.	1	-3.1%	i	52.8
COc1ccc(/C=N\NC(=O)/C(=C\Nc2nccc(C)n2)NC(=O)c2ccccc2)cc1	0.7	758	9.8%	14.6	783	i	3.3	1.1	1.4	7.6	1.8	1042	1.1	4.7%	i	13.2
Cc1ccc(/C=N/N2C(=O)C3C(C2=O)C2C=CC3C23CC3)o1 (stereo not given)	0.22	1970	22.5%	1.0	651	i	-20.9	3.0	2.6	4.6	0.5	918	1	18.3%	i	11.1
COc1ccc(/C=N\NC(=O)COc2ccc(C(C)(C)C)cc2)cc1Cn1nc(C)cc1C	0.19	714	-2.3%	-2.8	745	i	16.1	2.0	1.4	6.5	-0.5	1076	1.1	-9.0%	i	31.4
CCOc1ccc(S(=O)(=O)Nc2cc(S(=O)(=O)N(CC)CC)ccc2N2CCCC2)cc1	-0.09	1336	-3.0%	-5.1	642	i	-5.7	7.5	4.4	9.5	-0.2	1039	1	4.3%	i	14.7
COc1cc(NS(=O)(=O)N2CCCC2)cc(OC)c1OC	.	.	17.9%	-11.3	717	i	3.1	3.8	2.7	8.2	-0.1	1095	1.1	15.7%	i	47.2
O=C(N/N=C/c1ccccc1)c1cc(-c2ccc3c(c2)OCO3)n[nH]1	0.62	1489	13.1%	4.0	693	i	-6.9	2.3	3.7	5.6	8.0	956	0.3	6.4%	i	57.8
CCCCN(CC)C(=O)c1ccc2c(c1)OCO2	0.35	1041	-4.4%	-2.3	745	i	-4.4	2.8	1.8	4.3	.	.	1.1	-1.2%	i	43.5
CS(=O)(=O)N(Cc1ccccc1)c1ccc(C(=O)N2CCOCC2)cc1	0.8	1236	15.6%	-5.5	669	i	9.6	2.9	1.6	4.6	.	.	1	11.2%	i	25.8
CC1(C)Cc2c(cnn2-c2ccccc2)C(=O)/C1=N\NC(=O)c1ccccc1	.	.	13.8%	-8.6	791	i	0.6	1.1	1.0	10.2	-1.9	1059	1	12.9%	i	20.3
Cn1c(=NCC(O)COc2ccccc2)sc2ccccc21 (stereo not given)	-0.14	1058	-4.8%	.	.	i	-3.2	2.8	2.3	0.5	-6.0	875	0.9	-1.8%	i	43.2
O=C(CS(=O)(=O)c1ccccc1)NC1CCCCC1	0.43	1488	6.5%	.	.	i	14.5	1.5	1.2	3.1	-0.3	1520	1.1	9.0%	i	28.6
Cc1nn(CC(=O)Nc2cccc(S(N)(=O)=O)c2)c(C)c1[N+](=O)[O-]	0	1197	4.2%	30.5	744	i	6.9	2.5	2.4	1.2	.	.	0.9	-8.0%	i	27.5
COc1ccc(/C=C/C(=O)C2CC2)cc1COc1cccc(C)c1C	-0.23	977	.	-20.6	742	.	.	.	.	.	0.3	1371	.	.	i	13.2

In a second layout: two of the compounds above.
Values in the order – Ins promoter up | Ins promoter up cell count | human PMI inhibition | Hep lipid drop | Hep lipid drop cells 6.5 µM | Autophagy HCS | Autophagy HCS cell loss 18 h | MT stabilizer | MT stabilizer Hoechst-high % | MT stabilizer cytotoxicity % | bCat nuc transl | bCat nuc transl cell count 5 µM | TNAP activators | PMI inhibition | T cell HTS | T cell HTS vesicle-bound %
O=C(Cc1ccc(S(=O)(=O)N2CCCC2)s1)N1CCOCC1
  -1.41 | 1410 | -1.9% | . | . | i | 17.6 | 5.8 | 2.9 | 4.6 | -0.2 | 999 | 1.2 | -6.5% | i | 48.2
COC(=O)c1ccc(NC(=O)CSc2nccn2CCc2ccccc2)cc1
  0.46 | 818 | 3.5% | -8.5 | 737 | i | -4.1 | 1.3 | 1.5 | 1.9 | 5.9 | 890 | 1 | -6.3% | i | 29.2
